Source: PubChem (several laboratories)
GASC-1 inh = human JMJD2C demethylase inhibition | inhibition, % at 2.35 µM | AID 2099 | 330,000 tested, 0.069% active | GST-JMJD2C(1-420) H3K9me3 demethylation, DELFIA europium;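 active means more than half of a compound's replicate wells show inhibition beyond 50%, single wells judged on their own value; inconclusive means some, but no more than half, of replicates pass 50% inhibition; inactive means no replicate passes 50% inhibition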;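 further: signal counts dimethyl H3K9 product captured on neutravidin plate; 0% = median of DMSO wells and 100% = 0.3 times that DMSO median; strong numbers were not always called active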
Target sequence (Q9H3R0 1-420 limits assumed): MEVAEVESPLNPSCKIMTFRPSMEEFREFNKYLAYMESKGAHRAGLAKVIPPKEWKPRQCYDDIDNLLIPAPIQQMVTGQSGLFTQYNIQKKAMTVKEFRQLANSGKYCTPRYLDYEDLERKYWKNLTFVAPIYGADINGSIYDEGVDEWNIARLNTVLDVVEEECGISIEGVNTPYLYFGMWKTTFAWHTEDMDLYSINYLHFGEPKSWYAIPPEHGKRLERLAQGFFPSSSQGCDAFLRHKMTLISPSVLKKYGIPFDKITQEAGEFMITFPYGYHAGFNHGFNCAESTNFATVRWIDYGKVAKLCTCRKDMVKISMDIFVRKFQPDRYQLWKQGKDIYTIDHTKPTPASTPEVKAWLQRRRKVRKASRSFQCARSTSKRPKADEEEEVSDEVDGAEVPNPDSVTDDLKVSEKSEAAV
PP5 inh = inhibitors of human protein phosphatase 5 (PP5); purified PP5c, OMFP substrate fluorescence; inhibition, % at 6.7 µM; 320,000 tested, 0.18% active;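 active means inhibition above the campaign's mean inhibition across all tested compounds plus 3 SD, cut at about 9.5% in these data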;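 further: 0% = DMSO only and 100% = 100 µM cantharidin control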
Efflux pump inh = blocks antifungal efflux pumps in multiplex yeast assay. S. cerevisiae Candida pump triplex, Nile Red efflux. inhibition, % at 10 µM. 330,000 tested, 0.44% active. AID 485275;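 active means plate passing quality check with inhibition over a set limit, or well fluorescence over plate mean plus 4 SD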;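 further: Nile Red retained in pooled yeast measured as flow cytometry median fluorescence; 0% = buffer negative control and 100% = Enniatin B positive control; higher means more Nile Red kept so more efflux inhibition; some compounds called inactive have numbers as strong as hits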
TPT1 inhibitor = inhibitors of Candida albicans tRNA 2'-phosphotransferase TPT1. recombinant caTPT1, FP RNA substrate dephosphorylation. inhibition, % at 5 µM. 300,000 tested, 0.81% active;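 active means inhibition above the mean of all tested compounds plus 3 SD, set per screening campaign, cut at about 24% in these data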;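 further: plate controls were DMSO alone for no effect and ferristatin control at 100 nM for full effect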
proCasp7 act = counter-screen: procaspase-7 (human) activation; recombinant procaspase-7, Ac-DEVD-pNA absorbance 405 nm; D23A/D198A/D206A triple mutant, cannot self-cleave; scale: DMSO 0, 5 µM enzyme 100; activation, % at 8.5 µM; 330,000 tested, 0.093% active; AID 463210;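 active means percent activation above the screen-wide mean plus 3 SD, cut at about 25% in these data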
Target sequence (P55210 whole entry D23A/D198A/D206A): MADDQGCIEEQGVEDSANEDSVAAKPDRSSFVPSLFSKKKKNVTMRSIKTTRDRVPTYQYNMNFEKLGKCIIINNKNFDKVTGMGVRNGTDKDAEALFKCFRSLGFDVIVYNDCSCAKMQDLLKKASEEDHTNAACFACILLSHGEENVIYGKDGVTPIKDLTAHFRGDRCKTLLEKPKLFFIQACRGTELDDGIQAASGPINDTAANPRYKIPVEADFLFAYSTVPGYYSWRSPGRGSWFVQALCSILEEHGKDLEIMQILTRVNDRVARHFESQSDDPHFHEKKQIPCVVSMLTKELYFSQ
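Assay system – Uncleavable procaspase-7 mutant enzyme · Quantity – 2 µM procaspase-7 mutant as dispensed · Times – 1 h preincubation, 2 h reaction · Dosing – single nominal 8.5 µM compound dose, 0.8% DMSO final · Buffer or medium – Zinc-free 50 mM HEPES buffer, pH 7.4, with NaCl and Triton X-100 · Detection – Epi-absorbance of released pNA at 405 nm, two timepoints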
procasp3 activ = activators of human procaspase-3; P42574; 330,000 tested, 0.11% active; activation, % at 8.5 µM; AID 463141; recombinant procaspase-3 D3A, Ac-DEVD-pNA absorbance 405 nm;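 active means activation above the mean of all tested compounds plus 3 SD, cut at about 21% in these data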;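 further: 0% = DMSO alone and 100% = DMSO wells spiked with extra 5 µM PC-3 D3A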
Target sequence (P42574 whole entry D9A/D28A/D175A): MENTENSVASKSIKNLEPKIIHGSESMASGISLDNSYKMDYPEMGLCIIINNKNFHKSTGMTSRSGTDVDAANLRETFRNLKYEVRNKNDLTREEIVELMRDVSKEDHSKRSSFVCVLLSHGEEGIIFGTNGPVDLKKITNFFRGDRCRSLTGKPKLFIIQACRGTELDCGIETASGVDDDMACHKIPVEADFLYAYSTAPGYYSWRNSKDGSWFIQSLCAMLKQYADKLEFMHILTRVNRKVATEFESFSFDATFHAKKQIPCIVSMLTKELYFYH
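Compound: 8.5 µM single point, 0.8% DMSO / Material: Autoprocessing-dead procaspase-3 D3A mutant enzyme / Timing: 1 h preincubation plus 2 h reaction at 25 °C / Medium: Zinc-free HEPES/NaCl buffer with 0.01% Triton X-100 at pH 7.4 / Technique: 405 nm absorbance of p-nitroaniline, reads at 0 and 120 min / Repeats: one well per compound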
CTSL1 counter = blocks F. hepatica cathepsin L1 in PFM18AAP counter-screen; recombinant F. hepatica cathepsin L1, Z-Leu-Arg-MCA fluorescence; inhibition, % at 5.96 µM; 300,000 tested, 0.49% active; AID 1906;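 active means inhibition above the mean of all tested compounds plus 3 SD, set per screening campaign, cut at about 17% in these data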;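 further: 0% = plate median of test compound wells and 100% = 1 µM Z-Phe-Ala-diazomethylketone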
PP1 counter = counter-screen for PP5 inhibitors: inhibitors of human PP1-alpha. P62136. purified PP1alpha, OMFP fluorescence. inhibition, % at 6.7 µM. 320,000 tested, 0.9% active. AID 2235;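 active means inhibition above the mean inhibition of all tested compounds plus 3 SD, computed separately for each screening campaign, cut at about 15% in these data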
HCV core dimer = blocks dimerization of HCV core protein. TR-FRET GST/Flag-core106 dimerization, 1536-well. inhibition, % at 5 µM. 300,000 tested, 0.33% active. AID 1899;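 active means inhibition above the mean of all tested compounds plus 3 SD, set per screening campaign, cut at about 45% in these data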
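assay system = GST-tagged and Flag-tagged HCV core protein residues 1-106 | controls = unlabelled core106 and no-GST-core106 wells | incubation = compound-protein-antibody incubation 4 h at 22.5 °C | probe or stimulus = Eu donor and XL665 acceptor anti-tag antibodies | read-out = % inhibition based on acceptor/donor emission ratio | signal = TR-FRET 671 and 617 nm emission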
Starred values were filed as active, the others as inactive; ? = inconclusive; / = not tested or not shown; & = joins results of further samples.

SMILES	GASC-1 inh	PP5 inh	Efflux pump inh	TPT1 inhibitor	proCasp7 act	procasp3 activ	CTSL1 counter	PP1 counter	HCV core dimer
CN(Cc1nc2ccccc2c(=O)[nH]1)C(=O)c1cccc(S(=O)(=O)N2CCCC2)c1	5	3.3	0.0	/	6	-4	/	-2	/
COc1nccc(-c2ccc(F)cc2)c1C#N	8	0.9	0.0	-3	6	12	-1	-6	0
CCC(C(=O)N1CCCC1)n1nc(C)c2c(C)n(-c3ccccc3)nc2c1=O (configuration not stated)	-44	2.5	0.0	-5	4	6	0	3	-15
COc1cc(CN2CCN(c3cccc(C)c3C)CC2)cc([N+](=O)[O-])c1O	-4	0.8	-0.1	-4	-12	-9	2	10	0
CCCOc1ccc(/C=N\NC(=O)CCc2n[nH]c(=O)[nH]c2=O)cc1OC	-14	1.2	0.3	0	-1	-5	-4	-2	-5
Cc1cc(C)c(C(=O)N2CCCC(CNC(=O)C3(c4ccc(Cl)cc4)CC3)C2)c(=O)[nH]1 (configuration not stated)	-4	-0.2	-0.1	-2	5	6	4	0	-8
CC(=O)Nc1ccc(NC(=O)CN(C)S(=O)(=O)c2ccc3ccccc3c2)cc1	-22	-1.5	0.0	1	5	1	0	-1	11
COc1ccc2ccccc2c1C(=O)/C=C\c1ccoc1	-18	-0.2	-0.1	17	-17	-13	23*	0	21
CC(=C/c1ccco1)/C=N/N1CCN(c2ccccc2)CC1	4	2.1	-0.1	0	3	4	0	0	-2
O=C(NCc1ccncc1)C(=O)NCc1ccncc1	13	-1.6	0.1	-1	-1	4	-4	3	-3
CC(=O)c1cc2c(cc1NC(=O)c1ccco1)OCCO2	10	1.3	-0.1	2	5	-4	38*	-4	8
CCCOc1ccc(N2C(=O)CC(SCCc3nc4ccccc4[nH]3)C2=O)cc1 (configuration not stated)	-9	-0.1	0.0	-3	-20	-19	5	12	3
Cc1ccccc1-c1noc(-c2ccccc2C(=O)NCc2ccco2)n1	5	0.7	0.0	0	10	-1	1	-1	-4
O=C(COC(=O)Cc1ccccc1[N+](=O)[O-])NCC1CCCCC1	-8	1.6	0.1	0	-5	5	-1	-6	-1
COc1ccc(-c2ccc(-c3noc(C(C)C)n3)c(OC)n2)cc1	-3	2.1	-0.1	1	12	-3	3	3	-4
CN1C(=O)N(C)C(NC(=O)Nc2ccccc2)C1NC(=O)Nc1ccccc1 (configuration not stated)	-8	-2.4	0.0	3	-8	7	3	-7	6
O=S(=O)(Nc1ccc(N2CCCCC2)cc1)c1cccs1	-6	0.3	1.1	0	14	-2	1	0	3
Cc1ccc(S(=O)(=O)NCCNc2ccc(Br)c(C)c2)cc1	1	/	0.0	/	8	-10	/	/	/
CCOC(=O)c1[nH]c2ccc(F)cc2c1NC(=O)C(C)N1CCc2cc(OC)c(OC)cc2C1 (configuration not stated)	-11&-7	5.6	0.2	3	5	8	-1	6	4
Cc1ccc(/C=C2\SC(=S)N(C3CCS(=O)(=O)C3)C2=O)cc1 (configuration not stated)	8	-0.2	0.0	-1	-10	-5	0	-2	-1
COCCCC1CCN(Cc2cn[nH]c2-c2cc(OC)c(OC)c(OC)c2)CC1	6	3.0	0.2	2	-7	-3	-2	-5	4
CCOc1ccc(CNC(=O)Cn2ccc3cc(S(=O)(=O)N4CCCCCC4)ccc32)cc1	-9	4.7	-0.5	-4	-18	3	8	2	-2
Clc1ccc(OCCOCCOc2cccc3cccnc23)c(Br)c1	-15	3.3	3.2	3	1	-7	0	1	-9
CCSc1cnn(-c2ccccc2)c(=O)c1Cl	7	1.9	0.2	1	-1	7	0	-4	2
O=C(COC(=O)/C=C/c1cccc(F)c1)NC1CC1	-1	/	0.0	/	5	6	/	/	/
Cc1ccc(-n2nnnc2Sc2nc([N+](=O)[O-])nn2C)cc1C	0	0.7	0.0	-1	7	-1	9	-5	-3
OC1CCC(NC(=S)Nc2ccc(SC(F)F)cc2)CC1 (configuration not stated)	-4	-0.5	0.0	1	6	2	-2	-5	-4
C[C@@H](NC(=O)c1coc(=O)c(Br)c1)c1ccccc1	14	1.3	0.0	-2	6	-9	5	0	5
COc1cccc(CC(=O)Nc2cccc3ccccc23)c1	-11	2.3	0.1	1	12	-3	-9	0	6
CCOC(=O)CN1C(=O)N[C@@H](CCc2ccccc2)[C@H](C(=O)OC)[C@H]1C	-5	1.2	-0.1	-3	-3	-8	2	-3	-10
COc1ccc2oc(C(=O)NN3C(C)CCCC3C)c(C)c2c1 (configuration not stated)	-8	3.3	0.0	0	20	1	-1	-3	0
CCCN1CCN(CCCNC(=O)c2ccc3c(=O)n(CCc4ccccc4)c(=O)[nH]c3c2)CC1	-4	-2.0	0.1	0	0	-9	5	-1	10
CCOc1ccc(CCNC(=O)c2nccnc2C(=O)O)cc1OCC	-14	1.4	0.0	2	2	7	-3	4	-1
COc1ccc(CNC(=O)N[C@H](C(=O)O)C(C)C)cc1OC	2	0.3	0.0	-2	4	-5	-3	0	-1
CCC(=O)Oc1ccc2c(C)cc(=O)oc2c1C(=O)c1ccccc1	5	2.1	-0.3	-3	-2	-2	-22	2	-5
CCc1cccc(NC(=O)CCCN2C(=O)NC(C)(C)C2=O)c1	4	0.2	-0.1	/	6	4	/	-4	/
Cc1ccn2cc(CSc3ccccc3N)nc2c1	-7	1.8	-0.1	-2	7	7	-3	-1	-4
O=C(NC1CCCc2ccccc21)c1ccc(Cl)nc1 (configuration not stated)	5	1.8	-0.4	-3	7	-2	0	-2	1
CC1CCC(NC(=O)COC(=O)CSc2ccc(C(N)=O)cc2[N+](=O)[O-])CC1 (configuration not stated)	?	1.6	0.1	1	-36	-14	-8	-7	-1
Cc1noc(C)c1NC(=O)N(C)C[C@@H]1Oc2ccc(NC(=O)C3CCCCC3)cc2C(=O)N([C@@H](C)CO)C[C@H]1C	-3	/	-0.3	/	12	2	/	/	/
CC(=O)Nc1ccc(NC(=O)C(C)OC(=O)CNC(=O)c2ccc(-c3ccccc3)cc2)cc1 (configuration not stated)	-4	1.8	0.1	1	6	5	-1	-5	-3
COc1ccc(NC2CCCN(C(=O)c3ccc(OC)o3)C2)cc1 (configuration not stated)	-4	2.4	0.1	2	-2	-4	1	-5	-6
COc1ccc(N2CCN(C(CNS(=O)(=O)c3ccc(C)cc3)c3ccccc3)CC2)cc1 (configuration not stated)	-3	/	-0.1	/	-3	-8	/	/	/
COC(=O)COc1ccc2oc(=O)cc(C)c2c1	3	0.8	0.1	-3	9	-9	-5	-3	-4
CN(C)NC1CCS(=O)(=O)C1 (configuration not stated)	2	1.1	-0.1	-1	-23	-16	-3	-2	-16
C=CCNC(=O)CSc1nnc(-c2ccccn2)n1Cc1ccccc1	-10	0.1	-0.1	1	1	0	-6	3	-2
Cc1ccccc1NS(=O)(=O)c1ccc2[nH]c(=O)[nH]c2c1	2	0.8	-0.1	0	-5	-4	0	-2	3
Cc1cc(Cl)ccc1N(CC(=O)NCc1ccc2c(c1)OCO2)S(C)(=O)=O	6	-1.2	0.0	-4	5	-1	0	3	1
CNC(=O)c1sc(-c2ccccn2)nc1C	9	1.0	-0.1	0	6	3	-1	-4	-1
CCNc1ccc(C(=O)OCC(=O)NC(C)c2ccccc2)cc1[N+](=O)[O-] (configuration not stated)	-6	2.6	1.8	2	-6	-1	-7	-1	-5

Later entries.
SMILES	GASC-1 inh	PP5 inh	Efflux pump inh	TPT1 inhibitor	proCasp7 act	procasp3 activ	CTSL1 counter	PP1 counter	HCV core dimer
O=C(N[C@@H](Cc1ccccc1)C(=O)Nc1ccc(F)cc1)C1CCNCC1	-1	-0.3	0.6	3	6	5	-2	0	-8
CC(=C1C(=O)c2ccccc2C1=O)N1CCN(c2ccc(F)cc2)CC1	-2	0.5	-0.1	4	1	4	-2	-3	11
COc1ccc(OCCOc2ccc(N(C)S(=O)(=O)c3ccccc3)cc2)cc1	0	4.5	0.1	/	-13	4	/	-2	/
O=C(CCCn1cc([N+](=O)[O-])cn1)Nc1cccnc1	7	-2.2	-0.2	0	2	7	-2	3	0
CCOC(=O)c1ccc(-c2ccc(/C=N/NC(=O)c3cncc(Br)c3)o2)cc1	1	3.7	-0.1	-4	-5	-8	-1	1	-2
NC(=O)C1CCN(C(=O)c2cc3c(s2)CCCCC3)CC1	1	-1.1	0.0	/	4	1	/	-4	/
CCC(=O)NS(=O)(=O)c1ccc(N=NN2CCCCC2)cc1	-2	1.1	-0.1	-7	4	5	1	1	-7
Cn1c(=O)c(=O)n(C)c2cc(S(=O)(=O)N3CCN(c4ccc(F)cc4)CC3)ccc21	8	-2.1	0.3	1	6	-20	-4	-3	-2
Cc1onc(-c2c(F)cccc2Cl)c1C(=O)OCN1C(=O)c2ccccc2C1=O	2	3.6	0.2	4	-6	-4	-5	-5	2
Cc1c(CN2CCC(n3nccc3NC(=O)CCc3ccccc3)CC2)cnn1C	-7	0.6	0.1	1	4	4	-1	-2	-11
N#CC1(NC(=O)COc2ccc3ccc(=O)oc3c2)CCCCC1	-16	-1.3	0.0	1	8	13	-4	-9	1
C=CCn1c(SCC(=O)Nc2ccc(N3CCOCC3)cc2)nc2ccccc2c1=O	-5	0.1	-0.1	-2	4	3	-2	0	1
CC1CCN(C(=O)COc2ccc(S(=O)(=O)N3CCCC3)cc2)CC1	8	1.2	0.3	1	1	7	-2	-2	-4
Cn1c(=O)n(C)c2cc(/C=C3/SC(=O)N(CC(=O)N4CCOCC4)C3=O)ccc21	1	0.6	-0.1	-2	-7	-3	2	-3	-4
Cc1c(CNC(=O)c2c([N+](=O)[O-])cnn2C)cnn1C	-13	-0.5	-0.1	0	4	-4	2	-2	-3
CCCS(=O)(=O)N1CCCC(c2nc(-c3ccc(OC)cc3)no2)C1 (configuration not stated)	-5	1.7	0.0	-1	8	4	1	-1	1
CN(C)S(=O)(=O)c1ccc(N2CCCC2)c(C(=O)N2CCN(S(=O)(=O)c3cccc(F)c3)CC2)c1	-5	-0.5	0.1	2	4	-4	-3	-2	2
Nc1nc2c(s1)CC(c1ccccc1)CC2 (configuration not stated)	5	2.2	0.0	0	-2	2	-1	1	0

Structures shown so far with a cyano group:
SMILES	GASC-1 inh	PP5 inh	Efflux pump inh	TPT1 inhibitor	proCasp7 act	procasp3 activ	CTSL1 counter	PP1 counter	HCV core dimer
COc1nccc(-c2ccc(F)cc2)c1C#N	8	0.9	0.0	-3	6	12	-1	-6	0
N#CC1(NC(=O)COc2ccc3ccc(=O)oc3c2)CCCCC1	-16	-1.3	0.0	1	8	13	-4	-9	1

Not a hit list. About 2.9% of those tested had a hit in this group.
